HT1080 IDH1KD tx: kills HT-1080 cells with IDH1 knockdown | HT-1080 IDH1 knockdown viability, ATP luminescence, 48 h | Potency, µM (series often up to 46.1 µM), inactives show at the top dose activity, negative = toxicity, hits mostly cytotoxic | 2% of 360,000 active | AID 686971;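 note: potency is the fitted concentration of half-maximal effect; 0% = DMSO wells and -100% = cell-free medium wells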
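In this qHTS, HT-1080 cells depleted of IDH1 are exposed for 48 h at 37 °C to compound titrations. Toxicity is scored from CellTiter-Glo luminescence, with DMSO as full viability and medium alone as none.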
ATXN2 expr inh: inhibitors of ATXN2 expression. HEK-293 ATXN2-luciferase reporter, luminescence, 24 h. Potency, µM (doses to about 57 µM), inactives show top-dose activity change, negative = inhibition, usual class: inhibitors. 0.72% of 360,000 active; note: potency is the fitted concentration of half-maximal effect; % is set by controls: 0 for no effect and ±100 for the full control effect; nearly all actives have a fitted effect of over 55% in size
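qHTS (up to 57 uM final) was run with 24 h compound exposure of reporter cells at 37 °C. Each well was multiplexed: SteadyGlo luminescence measured ATXN2-luciferase expression after a fluorogenic Gly-Phe-AFC viability readout (25 uM final).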
HT1080NT lethal: kills 2HG-producing HT-1080-NT fibrosarcoma cells; Potency, µM (top dose mostly 46.1 µM), for the others: at the highest dose activity, negative = less viability, actives largely listed as cytotoxic; 1.6% of 360,000 active; AID 686970; HT-1080-NT fibrosarcoma viability, CellTiter-Glo ATP luminescence, 48 h;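 note: NT is the 2HG producing partner of a matched IDH1 knockdown line; potency is the fitted concentration of half-maximal effect; 0% = DMSO-treated cells and -100% = media-only wells without cells; nearly all actives have a fitted effect of over 55% in size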
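Fibrosarcoma NT cells, 750 per well in 5% FBS RPMI, were exposed to compound for 48 hours. Viability: CellTiter-Glo luminescence.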
IL1B secr inh: blocks inflammasome-driven IL-1 beta release | THP-1 LPS/ATP IL-1B secretion, AlphaLISA, 16 h; hits give low values | activity change, % at 57.5 µM | 4.7% of 360,000 active | AID 743279; in the data active = activity change below about -50%; inconclusive = mostly about -30% to -49%; note: % is set by controls: 0 for no effect and ±100 for the full control effect
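THP-1 cells pretreated 1 hr with compounds (up to 57.5 uM final), then stimulated with LPS (250 ng/mL final) plus ATP (1.25 mM final); secreted IL-1B measured by AlphaLISA after 16 hr, decreased signal indicating inhibition.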
KB-3-1 cytotox: KB-3-1 parental cell cytotoxicity | Potency, µM (series often up to 46.1 µM), inactives show at the highest dose activity change, negative = cytotoxic, usual class: cytotoxic | KB-3-1 viability, CellTiter-Glo ATP luminescence, 72 h | 1.4% of 400,000 active; note: potency is the fitted concentration of half-maximal effect; % is set by controls: 0 for no effect and ±100 for the full control effect; nearly all actives have a fitted effect of over 60% in size
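Luminescent ATP read-out (CellTiter-Glo) measures survival of drug-naive KB-3-1 cells after 72 h compound exposure at 37 °C. Titration series was screened from lowest to highest concentration, with DMSO vehicle plates as background controls.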
MCF10A rereplic: induces DNA re-replication in MCF 10a normal breast cells | MCF 10A DNA re-replication, Hoechst nuclear intensity, 48 h | Potency, µM (doses to about 46.1 µM), inactives show at the top dose activity, positive = re-replication, actives largely listed as activators | 2.9% of 350,000 active; note: potency is the fitted concentration of half-maximal effect; % of control where 0% means no effect; nearly all actives have a fitted effect of over 50% in size
WRN inhibitor: WRN helicase (human) inhibition | WRN helicase unwinding, fluorescent forked duplex, kinetic | Potency, µM (top dose mostly 114 µM), for inactives: at the top dose activity change, negative = inhibition, most hits filed as inhibitors | 0.46% of 360,000 active | AID 651768; note: potency is the fitted concentration of half-maximal effect; % is set by controls: 0 for no effect and ±100 for the full control effect; nearly all actives have a fitted effect of over 55% in size
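Kinetic red-fluorescence monitoring (525/598 nm) tracks WRN helicase activity after 100 nM fluorophore-quencher forked duplex and 2 mM ATP are added to 20 nM enzyme pretreated 15 min at room temperature with compound.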
SW480 rerep: DNA re-replication induction in SW480 cells | SW480 DNA re-replication, Hoechst DNA content imaging, 48 h | Potency, µM (top dose mostly 46.1 µM), without a hit: at the top dose re-replication activation, most hits filed as activators | 1.8% of 340,000 active | AID 624297; note: potency is the fitted concentration of half-maximal effect; % of control where 0% means no effect; nearly all actives have a fitted effect of over 55% in size
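SW480 cells exposed to compounds for 48 hr at 37 C, 5% CO2, then Hoechst-stained 40 min. Nuclear DNA content imaged by fluorescence scanning (405 nm excitation, 500-530 nm emission); re-replication scored as increased high-intensity nuclei.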
KB-V1 cytotox: kills drug-selected multidrug resistant KB-V1 cells; Potency, µM (series often up to 46.1 µM), for the others: top-dose activity change, negative = cytotoxicity, most hits filed as cytotoxic; AID 1347076; 3.4% of 400,000 active; KB-V1 MDR cells viability, CellTiter-Glo, 72 h; note: potency is the fitted concentration of half-maximal effect; % is set by controls: 0 for no effect and ±100 for the full control effect; nearly all actives have a fitted effect of over 60% in size
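Cytotoxicity via CellTiter-Glo luminescence after 72 h compound exposure at 37 degrees C. Cells: drug-selected KB-V1 line, DMEM phenol-red free plus 10% FBS. Compounds tested at multiple concentrations; normalized data fitted to concentration-effect curves.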
* = called active by the depositor; u = inconclusive; x = not tested or not shown; [ ] = remark or other dose. Unless noted, calls come from the whole dose curve; as a rule, active = well fitted curve in the direction sought with a large enough effect; inconclusive = small, poorly fitted or top-dose-only effect, or another doubt; inactive = no such curve, though single readings can be large; an effect the other way counts as inactive or inconclusive.

SMILES	HT1080 IDH1KD tx	ATXN2 expr inh	HT1080NT lethal	IL1B secr inh	KB-3-1 cytotox	MCF10A rereplic	WRN inhibitor	SW480 rerep	KB-V1 cytotox
COc1cc(S(=O)(=O)Nc2ccccc2C(=O)N2CCCCC2)ccc1NC(C)=O	0%	x	12%	-12	-2%	2%	-3%	-13%	-3%
CNc1ncnc2c1ncn2[C@H]1CN(Cc2cccs2)C[C@@H](CO)O1	4%	14%	6%	26	0%	x	-4%	x	3%
Cc1ccc(C2(c3noc(CN(C)CCO)n3)CCCC2)cc1	-3%	3%	-5%	9	-2%	-24%	2%[57.1 µM]	-52%[inhibitor][1.84 µM]	-4%
Cc1ccc(SCc2cn3ccccc3n2)cc1	-26%	-3%	-10%	x	0%	-17%	12%	-2%	u
CCOc1cc(C(=O)OCC(=O)Nc2ccc(Cl)cn2)ccc1OCC(=O)N1CCOCC1	9%	-22%	-1%	-3	4%	7%	-20%	2%	28%
CCN(N=O)[C@@H](Cc1ccccc1)CN(N=O)[C@@H](Cc1ccccc1)CN(C)N=O	1%	-15%	11%	-8	-4%	4%	-17%	3%	-14%
Cc1nc(Cl)c(C(=O)NCCC(C)C)c(C)c1[N+](=O)[O-]	1%	13%	9%	-13	9%	-1%	-16%	-4%	0%
CN(C)S(=O)(=O)Nc1ccc2c(c1)OCO2	-1%	10%	-2%[9.24 µM]	0	4%	4%	-1%	-7%	22%
COC(=O)c1ccc(/C=N/NC(=O)c2cccc(F)c2)cc1	0%	18%	5%	-12	1%	13%	-26%	-3%	-17%
Nc1ccn([C@@H]2O[C@H](CNCc3cc(Br)ccc3OCc3ccccc3)[C@@H](O)[C@H]2O)c(=O)n1	0%	1%	5%	-30	-9%	x	7%	x	5%
Cc1ccc(-n2c(Cc3cccn3C)nnc2SCC(=O)N2CCc3ccccc32)cc1	5%	-3%	5%	u	-4%	6%	-2%	8%	6.5µM*
CCOC(=O)N1C=CC(C)=C[C@@H]2[C@@H](N3C(=O)c4ccccc4C3=O)C(=O)N21	u	-4%	-2%	0	3%	-1%	-3%	-93%[inhibitor]	-3%
C=C(C)C1Cc2nc(N)nc(C)c2C1 (stereo not given)	5%	-1%	3%	25	0%	16%	8%	-3%	0%
O=C(N/N=C/c1ccc(Br)s1)Nc1ccccc1	1%	37%	15%	-20	0%	u	-8%	-14%	0%
CCC(C)(C)C1CCC2(CC1)NC(=O)N(CC(=O)NC(C)CCc1ccccc1)C2=O (stereo not given)	-3%	-6%	-3%	-5	-18%	12%	-14%	7%	-7%
CCOc1ccc(S(=O)(=O)N(CC)CC)cc1NC(=O)c1ccc(N2CCCC2=O)cc1	1%	-17%	4%	-24	19%	u	-5%	4%	-30%
CCOc1cccc2sc(N(CCN(CC)CC)C(=O)c3ccc(S(=O)(=O)N4CCCC4)cc3)nc12	-6%	-23%	-5%	-5	-7%	3%	-24%	-6%	-21%
CCc1cc(C(=O)O)c(NC(=O)c2cc(OC)c(OC)c(OC)c2)s1	8%	-29%	-2%	6	-9%	u	-14%	-12%	1%
COc1cc(C(=O)ON=C2C3CC4CC(C3)CC2C4)cc(OC)c1OC	-8%	-30%	-16%	0	5%	9%	4%	u	16%
CC(=O)C(=[N+]=[N-])C(=O)NCc1ccccc1	7%	15%	11%	12	5%	-4%	-9%	0%	u
O=C(Nc1ccc(Br)cc1)C1Cc2ccccc2O/C1=N\O (stereo not given)	-15%	41%[activator]	-3%	14	12%	4%	-1%	11%	15%
COc1ccc(CC(O)CC2c3c(cc4c(c3OC)OCO4)CCN2C)cc1 (stereo not given)	-16%	x	-14%	-17	-19%	-2%	5%	27%	-15%
O=[N+]([O-])c1ccccc1S(=O)(=O)Nc1ccc(-c2ccc(N3CCOCC3)nn2)cc1	0%	12%	-20%	18	-2%	2%	-17%	-108%[inhibitor]	-4%
Cc1ccc(S(=O)(=O)Cn2nnnc2C(C(C)C)N2CCN(C(=O)c3ccco3)CC2)cc1 (stereo not given)	-1%	7%	10%	-23	5%	16%	-3%	-2%	1%
Fc1ccccc1N1CCN(c2ncnc3[nH]ncc23)CC1	-7%	14%	2%	-14	-12%	21%	-19%	11%	-7%

Additional records follow:
SMILES	HT1080 IDH1KD tx	ATXN2 expr inh	HT1080NT lethal	IL1B secr inh	KB-3-1 cytotox	MCF10A rereplic	WRN inhibitor	SW480 rerep	KB-V1 cytotox
Nc1ncnc2c1ncn2[C@@H]1O[C@H](C(=O)Nc2ccc(C(=O)N3CCCCC3)cc2)[C@@H](O)[C@H]1O	12%	13%	4%	1	0%	x	-10%	x	11%
CN(C)/C(CN1CCOCC1)=C1\N=C(c2ccccc2)OC1=O	7%	6%	3%	-11	-1%	-4%	-2%	-7%	16µM*
O=C(Cn1c(=O)cnc2ccccc21)N1CCN(S(=O)(=O)c2cccc([N+](=O)[O-])c2)CC1	1%	-6%	-2%	-6	-3%	2%	-12%	-3%	5%
O=C(NCc1ccc2c(c1)OCO2)C1CCN(C(=O)Nc2ccc(Cl)cc2)CC1	-25%	-11%	u	3	0%	8%	-6%	0%	u
COc1cc(C(=S)N2CCOCC2)ccc1OC(=O)c1cc(OC)c(OC)c(OC)c1	2%	-3%	10%	26	1%	3%	-10%	-16%	2%
CCCC(C(=O)NCc1ccccc1)N(C(=O)Cn1nnc(-c2cccs2)n1)c1ccc2c(c1)OCCO2 (stereo not given)	10%	-15%	7%	-20	-14%	23%	-13%	9%	-3%
O=C(Nc1ccccc1C(=O)NCC1CCCO1)c1ccccc1F (stereo not given)	3%	3%	4%	-5	1%	16%	-13%	-2%	u
Cc1cccc(NC(=S)N/N=C/c2cccc([N+](=O)[O-])c2)c1	6%	-4%	7%	15	2%	0%	6%[57.1 µM]	0%	4%
Cc1ccc(NC(=O)CCS(=O)(=O)c2ccccc2)cc1S(=O)(=O)N1CCCCCC1	-13%	-12%	-19%	-3	-7%	u	-10%	-66%[inhibitor]	-5%
O=C(O)CCc1ccc(-c2ccc(Br)cc2)n1-c1cccc(O)c1	0%	x	-2%	27	3%	-7%	1%	-2%	6%
Cc1ccc(/C=N/n2c(C3CCCCC3)n[nH]c2=S)s1	0%	-14%	-5%	-15	-2%	8%	0%	108%	u
COc1ccc(-c2csc(N(CCCN(C)C)C(=O)c3ccc(F)cc3)n2)cc1	u	3%	-21%	-21	-9%	0%	3%	1%	u
CCN(CC)CCC#CC(O)(c1ccccc1)c1ccccc1	0%	2%	-1%	17	-1%	-6%	0%	-7%	-1%
CCOC(=O)C1=C(COC(=O)/C=C/c2cccc(Cl)c2)NC(=O)NC1C (stereo not given)	10%	15%	-3%	6	-11%	-4%	-5%	-5%	-1%
O=C(CCSc1nc2ccccc2o1)Nc1ccccc1	10%	x	7%	17	2%	0%	-7%	32%	14%
Cc1ccccc1NC(=O)CSc1nccn1Cc1ccco1	-2%	x	-1%	-17	0%	x	1%	x	1%
CCN(CC)C(=O)CSc1nc(N)c(C#N)c(-c2cccs2)c1C#N	u	-17%	u	24	2%	18%	3%	8%	u
COc1ccc(-c2ccc3c(c2)S(=O)(=O)c2cccc(C(=O)N4CCN(C5CCCCC5)CC4)c2C3=O)cc1OC	-18%	-11%	0%	-18	0%	21µM*	2%	21µM*	-25%
CCOC(=O)c1c(C)n(C)c2ccc(O)c(CN3CCC(C)CC3)c12	-16%	-25%	-5%	u	2%	u	-7%	u	-29%
CCN(CC)c1ccc(NC(=O)c2ccccc2OCC(=O)OC)cc1	0%	15%	-1%	4	-7%	16%	-1%	0%	-4%
CCN(CC)S(=O)(=O)c1ccc2c(c1)nc(SCC(=O)N1CCOCC1)n2-c1ccccc1OC	15%	-1%	8%	u	-2%	14%	-7%	2%	-29%
O=C(CSc1ccc(Cl)cc1)NC(=O)c1ccccc1	-6%	-7%	-2%[9.24 µM]	-6	2%	26%	-5%	-11%	-39%
O=C(COc1ccc(S(=O)(=O)N2CCCC2)cc1Cl)NCc1ccco1	5%	-1%	2%	-8	1%	-8%	-3%	-2%	-16%
COc1ccc(CCNC(=O)C(=O)NCCOc2ccccc2Cl)cc1OC	-3%	1%	0%	1	-5%	3%	-3%	-4%	-14%
Cc1ccc(NC(=O)NCc2ccc3c(c2)OCO3)c(C)c1	17%	x	20%	-7	6%	-1%	3%	10%	5%

More entries:
SMILES	HT1080 IDH1KD tx	ATXN2 expr inh	HT1080NT lethal	IL1B secr inh	KB-3-1 cytotox	MCF10A rereplic	WRN inhibitor	SW480 rerep	KB-V1 cytotox
COc1ccc2c(c1)CCCC2NS(=O)(=O)OCC(Cl)(Cl)Cl (stereo not given)	-1%	5%	-1%	22	-11%	16%	-6%	-16%	2%
COc1cccc(-c2csc(N3CCN(CC(=O)Nc4ccc5c(c4)OCO5)CC3)n2)c1	2%	-28%	3%	u	0%	22%	-2%	3%	-3%
COc1ccccc1-c1sc2cc3c(cc2c1-c1ccc(OCCN2CCCCC2)cc1)OCO3	u	u	u	u	u	10µM*	0%	5%	u
CCc1ccc(NC(=O)C2C3CCC(O3)C2C(=O)O)cc1 (stereo not given)	-28%	x	-21%	0	u	19%	6%	-10%	14%
c1ccc(OCCOCCN2CCOCC2)cc1	-11%[9.24 µM]	-6%	-1%	-15	5%	1%	3%[57.1 µM]	-8%	12%
O=C(NCc1ccc(F)cc1)C1CCCN(S(=O)(=O)c2ccc(Br)s2)C1 (stereo not given)	0%	-20%	-10%	-53*	-11%	u	-3%[57.1 µM]	0%	u

Compound activity from PubChem BioAssay.
